NOD2-RIPK2 inh: inhibitors of human NOD2-RIPK2 interaction; O43353; CHO BLA complementation NOD2-RIPK2, CCF4 ratio; inhibition, % at 4.98 µM; hit rate 0.38% among 360,000; in the data active = inhibition above about 21%;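 note: 0% = vehicle only and 100% = reference blocker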
ABCB6 inh MLPCN: human ABCB6 transporter inhibition | Q9NP58 | K562-ABCB6 porphyrin accumulation, flow cytometry, 1 h; stronger effect = lower value | fluorescence ratio to DMSO, % at 10 µM | hit rate 0.19% among 360,000 | AID 602162;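 active = fluorescence ratio to DMSO below 75%, the collection mean minus 3 SD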;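 note: signal is porphyrin accumulated inside mitochondria; 100% equals median channel fluorescence of DMSO control wells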
ABHD5 PLIN5 PPI: ABHD5-PLIN5 protein interaction inhibition; Split G. princeps luciferase complementation, luminescence, 4 h; inhibition, % at 4 µM; hit rate 0.78% among 360,000; AID 602281;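 active = inhibition above the mean inhibition across every tested compound plus 3 SD, cut at about 22% in these data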;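 note: 0% = DMSO only wells and the 100% control is not disclosed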
MC4R antag cAMP: human MC4R antagonism in cAMP assay; MC4R-expressing cells, MTII-stimulated cAMP, LANCE TR-FRET; P32245; AID 540295; inhibition, % at 6.5 µM; hit rate 0.48% among 360,000;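 active = inhibition above its plate's cutoff, the mean of tested wells on that plate plus 3 SD, cut at about 29% in these data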;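 note: 0% = Melanotan II alone and 100% = Melanotan II plus saturating MCL0020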
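material = U2OS cells stably expressing human melanocortin 4 receptor (MC4R) | also added = Melanotan II challenge | dosing = single nominal compound dose of 6.5 µM | detection = TR-FRET with Eu-cAMP and labeled anti-cAMP, 671 nm | replication = singlicate | timing = compound 30 min, challenge 1 h, detection 1 h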
Exocytosis inh: lytic granule exocytosis inhibition. TALL-104 LAMP-1 surface exposure, flow cytometry; cells stimulated with thapsigargin and PMA. inhibition, % at 10 µM. hit rate 0.66% among 360,000. AID 651702;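 active = inhibition above about 55%, limit read from the data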
MC4R barr agon: agonists of human melanocortin 4 receptor (MC4R) beta-arrestin | P32245 | U2OS MC4R beta-arrestin complementation, luminescence; percent of melanotan II response, DMSO zero | activation, % at 8.9 µM | hit rate 0.98% among 360,000 | AID 540308;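 active = activation above a per-plate cutoff, the mean activation of sample wells on that plate plus 3 SD, cut at about 8% in these data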
aDG glyco up: increases alpha dystroglycan glycosylation | Pro5-aDG cells, alpha-DG glycosylation AlphaScreen (IIH6); 0% Pro5, 100% B10-LARGE cell signal | activation, % at 10 µM | hit rate 0.22% among 360,000;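 active = activation of at least 8% versus controls, or a plate z-score of at least 8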;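 note: Pro5 are CHO cells carrying HIG-tagged alpha-DG that lacks glycosylation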
N-glyco inh: N-linked glycosylation inhibition | D54 ERlucT glycosylation luciferase reporter, 24 h; percent of 100 nM tunicamycin response | reporter increase, % at 12.5 µM | hit rate 0.23% among 360,000 | AID 588692;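 active = mean luciferase reporter signal, scaled so untreated is 0 and the glycosylation-blocking control 100, at or above a set limit in every replicate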;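 note: luciferase carries N-glycosylation sites so blocking glycosylation raises the light; 0% = median of neutral control wells and 100% = median of 100 nM tunicamycin wells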
Vif inh: inhibitors of HIV Vif | HEK293T cells, Vif self-association by quenched fluorescence, imaging, 24 h | inhibition, % at 7.49 µM | hit rate 0.35% among 340,000 | AID 602346; in the data active = inhibition above about 50%, passing the limit was not always enough; note: some results filed as inactive read as strong as hits
TLR9-MyD88 inh: blocks human TLR9 binding to MyD88. Q9NR96+Q99836. CHO BLA complementation TLR9-MyD88, CCF4 FRET ratio. inhibition, % at 4.98 µM. hit rate 0.21% among 340,000. AID 504734;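 active = inhibition above the mean over all tested compounds plus 3 SD, cut at about 21% in these data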;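 note: 0% = DMSO only wells and 100% = clavulanate BLA inhibitor control wells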
Target sequence (Q99836 whole entry, looked up): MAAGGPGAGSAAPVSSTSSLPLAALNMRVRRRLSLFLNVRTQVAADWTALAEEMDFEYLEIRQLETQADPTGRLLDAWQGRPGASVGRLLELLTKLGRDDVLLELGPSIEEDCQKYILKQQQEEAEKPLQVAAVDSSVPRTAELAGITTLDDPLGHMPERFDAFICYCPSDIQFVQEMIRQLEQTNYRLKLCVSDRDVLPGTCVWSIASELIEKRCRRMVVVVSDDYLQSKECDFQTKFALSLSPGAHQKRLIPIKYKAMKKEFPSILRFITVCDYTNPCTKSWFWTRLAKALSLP
Target sequence (Q9NR96 whole entry, looked up): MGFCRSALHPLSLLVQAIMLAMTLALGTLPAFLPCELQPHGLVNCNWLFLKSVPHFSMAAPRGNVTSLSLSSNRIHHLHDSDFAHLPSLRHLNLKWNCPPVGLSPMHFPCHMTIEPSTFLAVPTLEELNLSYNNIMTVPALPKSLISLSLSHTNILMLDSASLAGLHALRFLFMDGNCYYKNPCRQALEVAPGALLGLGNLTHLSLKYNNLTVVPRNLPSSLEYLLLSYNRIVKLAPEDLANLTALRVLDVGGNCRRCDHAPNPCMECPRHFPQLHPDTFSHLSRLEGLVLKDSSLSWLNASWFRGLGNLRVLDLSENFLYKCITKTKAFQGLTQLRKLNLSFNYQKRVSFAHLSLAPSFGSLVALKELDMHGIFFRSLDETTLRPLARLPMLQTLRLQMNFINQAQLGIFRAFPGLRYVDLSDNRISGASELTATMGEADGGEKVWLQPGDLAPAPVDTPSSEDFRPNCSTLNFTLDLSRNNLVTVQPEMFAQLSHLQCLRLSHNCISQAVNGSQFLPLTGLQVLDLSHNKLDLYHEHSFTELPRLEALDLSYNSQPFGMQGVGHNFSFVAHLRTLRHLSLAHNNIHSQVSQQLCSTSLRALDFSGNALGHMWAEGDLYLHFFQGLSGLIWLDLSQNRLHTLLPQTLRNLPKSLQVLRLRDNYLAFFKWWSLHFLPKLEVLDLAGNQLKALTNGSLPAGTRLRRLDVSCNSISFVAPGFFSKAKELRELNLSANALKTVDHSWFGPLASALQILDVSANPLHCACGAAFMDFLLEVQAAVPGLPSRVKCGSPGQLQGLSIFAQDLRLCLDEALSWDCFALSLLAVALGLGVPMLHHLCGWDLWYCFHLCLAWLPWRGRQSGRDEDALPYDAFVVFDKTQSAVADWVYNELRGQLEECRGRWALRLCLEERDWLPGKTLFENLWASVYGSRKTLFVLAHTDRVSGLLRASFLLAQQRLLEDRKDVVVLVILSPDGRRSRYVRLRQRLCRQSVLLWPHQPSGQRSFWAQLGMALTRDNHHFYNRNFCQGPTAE
* hit, by the source's call; . = not tested or not shown.

SMILES | NOD2-RIPK2 inh | ABCB6 inh MLPCN | ABHD5 PLIN5 PPI | MC4R antag cAMP | Exocytosis inh | MC4R barr agon | aDG glyco up | N-glyco inh | Vif inh | TLR9-MyD88 inh
Cc1nonc1OCC(C)(COc1nonc1C)NC(=O)c1ccccc1 | -3 | 101 | -3 | 13 | -1 | 0.8 | -0.1 | 0 | -6 | -1
CC1CCCN(CCCCOc2cccc(Br)c2)C1 (stereo unspecified) | -4 | 93 | 8 | -3 | -1 | 1.7 | -0.3 | 0 | -3 | -11
Cc1noc(C)c1COC(=O)CCCc1nc2ccccc2s1 | 1 | 90 | 3 | -4 | -1 | -0.9 | -0.2 | 3 | . | 2
COCc1ccccc1Cn1cnc2c1c(=O)n(C)c(=O)n2C | 1 | 99 | -8 | 4 | -3 | 3.3 | 0.3 | 0 | -10 | 1
COc1ccc(-c2cnc3c(NC(C)=O)cc(-c4ccsc4)cn23)cc1OC | -7 | 120 | 4 | 5 | 8 | 11* | -0.2 | 7 | 1 | .
O=C(COC(=O)Cn1cnc2ccccc21)NCCCc1ccccc1 | 7 | 97 | -5 | 14 | 9 | -2.4 | 1.4 | 1 | 2 | 6
Cc1c(Cl)c(-c2n[nH]c(=S)n2-c2ccc(F)cc2)nn1C | 0 | 100 | -2 | -2 | -3 | 0.5 | 0.5 | 1 | 5 | 7
OCCC1CN(Cc2cccn2-c2nccs2)CCN1Cc1ccc(F)c(F)c1 (stereo unspecified) | 4 | 100 | -2 | 3 | 1 | -2.2 | 0.0 | 2 | 5 | -2
CN(C)S(=O)(=O)c1cccc(NC(=S)Nc2ccc(Cl)cc2Cl)c1 | -3 | 96 | -2 | 3 | 2 | -0.6 | 0.0 | 3 | 6 | -10
C/C(N)=C(/C#N)C(=O)CSc1nnc(-c2ccccc2)n1C | -1 | 100 | -1 | 3 | 0 | -2.8 | 0.0 | 1 | 0 | -4
Cc1ccc(O)c(C(=O)c2cc(C#N)c(=O)n(-c3nccs3)c2)c1 | 1 | 111 | 5 | -4 | 6 | 1.3 | 0.2 | 4 | -10 | 0
Cc1ccccc1-c1nc2ccccc2c(=O)n1C1CCS(=O)(=O)C1 (stereo unspecified) | -26 | 100 | 13 | 6 | -5 | -1.2 | -0.2 | 3 | -4 | -9
CCc1nc2ccc(C(=O)N3CCN(C(C)=O)CC3)cn2c1N(CC)C(=O)NCCc1ccccc1 | -5 | 97 | 4 | 1 | 1 | -2.4 | 0.1 | 1 | 2 | .
O=C1c2ccccc2C(=O)N1CCc1csc(-c2cccc(F)c2)n1 | -10 | 72* | -7 | -2 | 6 | 0.7 | 0.3 | -2 | 3 | 6
CC(=O)N(Cc1ccccc1)c1nc(-c2ccccc2)cs1 | -11 | 96 | 1 | 5 | 0 | -3.5 | 0.8 | -2 | -3 | -1
CC1(c2nnc(Cc3ccccc3)o2)CC(c2ccc(Br)cc2)=NO1 (stereo unspecified) | -21 | 101 | -2 | 1 | 0 | 0.6 | -0.1 | 0 | . | -1
O=C(Nc1ccc(F)cc1F)NC1CCN(S(=O)(=O)c2ccc(F)cc2)CC1 | 0 | 100 | -1 | 3 | 0 | -1.8 | 0.8 | 1 | 2 | 16
Cc1cc(C(=O)N2CCOCC2)c(C)o1 | 2 | 95 | 1 | 5 | -2 | -1.7 | -0.4 | 5 | 3 | 7
COc1ccccc1C(=O)Nc1cccc(S(=O)(=O)N2CCCC2)c1 | -6 | 98 | -5 | 2 | -3 | 3.0 | -0.1 | -1 | 4 | -11
COc1ccccc1NC(=S)N(Cc1ccco1)Cc1cc2cc(C)cc(C)c2[nH]c1=O | -6 | 103 | 10 | -5 | -4 | -0.1 | -0.1 | 13 | -4 | -6
CC(=O)NCCNc1ccc([N+](=O)[O-])cc1C#N | -16 | 105 | -4 | 0 | -2 | -1.8 | -0.2 | 3 | 2 | -3
CCN1CCc2nc3ccccc3c(C(=O)Nc3ccc(NC(C)=O)cc3)c2C1 | 2 | 97 | -1 | 6 | -1 | -0.6 | -0.1 | 2 | . | 2
CC(=O)c1cnc(N2CCCCC2)nc1C | -1 | 101 | 0 | 8 | 0 | 1.7 | -0.2 | 2 | 2 | -2
CC(C)OCCCn1c(=O)c2ccccc2n2c(CCC(=O)NCc3ccccn3)nnc12 | -11 | 96 | -4 | 14 | 4 | -2.5 | -0.2 | -1 | -9 | -8
CSc1ccc(CN2CCC2(C)C(=O)Nc2cccc(Oc3ccccc3)c2)cc1 (stereo unspecified) | 0 | 94 | -7 | 9 | 7 | 0.4 | -0.2 | -4 | -2 | .
Cc1nn(-c2ccccc2)c(Cl)c1C(=O)N1CCN(C)CC1 | 10 | 98 | 1 | -2 | -3 | -1.1 | -0.3 | 2 | 14 | -8
Cc1cc(C)nc(SCc2ccc(C(=O)N/N=C/c3ccccc3C(=O)O)cc2)n1 | 5 | 94 | -5 | 2 | 20 | -1.1 | -0.3 | -3 | 9 | -12
CCC(=O)Nc1ccc(C(=O)COC(=O)C(CCSC)NC(=O)COc2ccccc2)cc1 (stereo unspecified) | -5 | 103 | -1 | 0 | 3 | -0.1 | -0.2 | 3 | -3 | 11
Cc1noc(C)c1C(=O)Nc1ccc(N(C)C)cc1 | -13 | 92 | -2 | 5 | 5 | -0.7 | -0.3 | 2 | 9 | -3
O=c1[nH]c2ccccc2nc1C(F)(F)C(F)F | -3 | 105 | 3 | -4 | -6 | -0.7 | 0.3 | 1 | -3 | 1
CCSc1nnc(NC(=O)CSc2nnc(CNC(=O)c3ccc(OC)c(OC)c3)o2)s1 | -1 | 111 | -2 | -2 | 2 | 0.1 | -0.2 | 2 | 4 | 0
O=C1OCCN1CCN(CN1C(=O)CCC1=O)CN1C(=O)CCC1=O | -6 | 105 | -3 | 6 | -5 | -0.9 | 0.0 | 1 | -13 | 1
Cc1cccc2cc(C#N)c(SCc3nnc(-c4ccccc4[N+](=O)[O-])o3)nc12 | -13 | 99 | 6 | -11 | -4 | 0.4 | 0.2 | 2 | 2 | 3
Cn1cc(CCC(=O)NC2CC(C)(C)Cc3c2cnn3-c2ccc(F)cc2)cn1 (stereo unspecified) | -4 | 102 | 0 | -11 | 29 | -1.8 | 0.2 | 2 | 2 | 3
COc1ccc(/C=C/C(=O)OCC(=O)NCc2ccccc2Cl)cc1OC | 3 | 104 | -2 | -1 | 0 | 0.1 | 0.0 | -1 | -1 | -8
Cc1cc(NC(=O)c2sc3ccccc3c2O)no1 | 2 | 104 | -4 | 2 | 0 | -2.2 | 0.0 | -1 | -7 | -9
O=C1OCCC1(c1ccccc1)c1ccccc1 | 0 | 97 | 13 | -8 | 3 | -0.1 | 0.0 | -1 | -9 | 2
CCCNC(=O)c1nc(C)c(C)nc1C(=O)Nc1cccc(Cl)c1 | -3 | 100 | -4 | -2 | 0 | -2.7 | -0.1 | 1 | -11 | 0
OCCNc1ncnc2ccc(Br)cc12 | -5 | 70* | -2 | -2 | 2 | 2.0 | -0.1 | -7 | -3 | 9
O=c1cccc(-c2ccccc2)[nH]1 | -2 | 99 | -2 | 3 | 1 | 2.3 | -0.2 | 1 | . | -7
CN(C)c1ccc(C(=O)N2CCCC(N3CCN(Cc4ccc5c(c4)OCO5)CC3)C2)cc1 (stereo unspecified) | -7 | 100 | 3 | 1 | 2 | 0.0 | 0.0 | -4 | -7 | -6
CCc1ccc(NC(=S)N(CCN(C)C)C(C)c2ccncc2)cc1 (stereo unspecified) | 2 | 101 | 0 | -1 | 11 | -0.5 | 0.0 | -6 | -4 | -2
COc1ccccc1NC(=O)CN1CCN(C2c3ccccc3-c3ccccc32)CC1 | 0 | 89 | -2 | 11 | 3 | -0.6 | 0.1 | 2 | . | -8
CC(C)CC(=O)Nc1ccc2oc(-c3cccnc3)nc2c1 | 0 | 86 | 3 | -2 | -4 | -0.2 | 0.0 | 0 | -3 | 11
CCOc1cccc(CN2CCCC(N3CCc4ccccc4C3)C2)c1O (stereo unspecified) | 3 | 101 | 9 | 8 | -2 | -0.4 | 0.1 | 2 | 0 | 4
O=C(NNS(=O)(=O)c1ccccc1F)c1cccc(S(=O)(=O)N2CCOCC2)c1 | -2 | 94 | 1 | 4 | -1 | -1.5 | -0.1 | 2 | -9 | -5
O=C(CNC(c1ccccc1)c1ccccc1)Nc1cc([N+](=O)[O-])ccc1Cl | -3 | 98 | -2 | 7 | 2 | -0.8 | 0.3 | -3 | 3 | 6
Cc1ccc(S(=O)(=O)Nc2cc(C(=O)NCCN3CCCC3)ccc2N2CCCCC2)cc1 | -8 | 102 | 13 | 5 | 3 | 0.8 | 0.0 | -8 | 3 | -10
C=CCN1CC2(c3ccccc3)CN(CC=C)CC(c3ccccc3)(C1)C2=O | -7 | 101 | -6 | 7 | 4 | 0.8 | -0.2 | -1 | -4 | -3
CC(C)CCn1nnnc1C(C(C)C)N1CCC(C(N)=O)CC1 (stereo unspecified) | 0 | 102 | 3 | 8 | 0 | -1.2 | -0.1 | 2 | 0 | -11

ABCB6 inh MLPCN, hit marks shown above
SMILES | NOD2-RIPK2 inh | ABCB6 inh MLPCN | ABHD5 PLIN5 PPI | MC4R antag cAMP | Exocytosis inh | MC4R barr agon | aDG glyco up | N-glyco inh | Vif inh | TLR9-MyD88 inh
O=C1c2ccccc2C(=O)N1CCc1csc(-c2cccc(F)c2)n1 | -10 | 72* | -7 | -2 | 6 | 0.7 | 0.3 | -2 | 3 | 6
OCCNc1ncnc2ccc(Br)cc12 | -5 | 70* | -2 | -2 | 2 | 2.0 | -0.1 | -7 | -3 | 9

Gathered by group, the entries above containing fluorine (seven)
SMILES | NOD2-RIPK2 inh | ABCB6 inh MLPCN | ABHD5 PLIN5 PPI | MC4R antag cAMP | Exocytosis inh | MC4R barr agon | aDG glyco up | N-glyco inh | Vif inh | TLR9-MyD88 inh
Cc1c(Cl)c(-c2n[nH]c(=S)n2-c2ccc(F)cc2)nn1C | 0 | 100 | -2 | -2 | -3 | 0.5 | 0.5 | 1 | 5 | 7
OCCC1CN(Cc2cccn2-c2nccs2)CCN1Cc1ccc(F)c(F)c1 (stereo unspecified) | 4 | 100 | -2 | 3 | 1 | -2.2 | 0.0 | 2 | 5 | -2
O=C1c2ccccc2C(=O)N1CCc1csc(-c2cccc(F)c2)n1 | -10 | 72* | -7 | -2 | 6 | 0.7 | 0.3 | -2 | 3 | 6
O=C(Nc1ccc(F)cc1F)NC1CCN(S(=O)(=O)c2ccc(F)cc2)CC1 | 0 | 100 | -1 | 3 | 0 | -1.8 | 0.8 | 1 | 2 | 16
O=c1[nH]c2ccccc2nc1C(F)(F)C(F)F | -3 | 105 | 3 | -4 | -6 | -0.7 | 0.3 | 1 | -3 | 1
Cn1cc(CCC(=O)NC2CC(C)(C)Cc3c2cnn3-c2ccc(F)cc2)cn1 (stereo unspecified) | -4 | 102 | 0 | -11 | 29 | -1.8 | 0.2 | 2 | 2 | 3
O=C(NNS(=O)(=O)c1ccccc1F)c1cccc(S(=O)(=O)N2CCOCC2)c1 | -2 | 94 | 1 | 4 | -1 | -1.5 | -0.1 | 2 | -9 | -5

Source: PubChem (several laboratories)

The list is partial, so the mix of outcomes need not match the whole.
